# STK33 kinase inh = inhibitors of purified STK33 kinase, primary screen, biochemical, ADP-Glo luminescence, homogeneous, cell-free; Serine/threonine-protein kinase 33 (Homo sapiens), Q9BYT3; MBP phosphorylation; inhibition, % at 10 µM; 320,000 tested, 0.073% active;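 active = inhibition at or above 25%, using the most active replicate where run in duplicate; inactive = inhibition below 25%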
# Target sequence (Q9BYT3 whole entry, looked up): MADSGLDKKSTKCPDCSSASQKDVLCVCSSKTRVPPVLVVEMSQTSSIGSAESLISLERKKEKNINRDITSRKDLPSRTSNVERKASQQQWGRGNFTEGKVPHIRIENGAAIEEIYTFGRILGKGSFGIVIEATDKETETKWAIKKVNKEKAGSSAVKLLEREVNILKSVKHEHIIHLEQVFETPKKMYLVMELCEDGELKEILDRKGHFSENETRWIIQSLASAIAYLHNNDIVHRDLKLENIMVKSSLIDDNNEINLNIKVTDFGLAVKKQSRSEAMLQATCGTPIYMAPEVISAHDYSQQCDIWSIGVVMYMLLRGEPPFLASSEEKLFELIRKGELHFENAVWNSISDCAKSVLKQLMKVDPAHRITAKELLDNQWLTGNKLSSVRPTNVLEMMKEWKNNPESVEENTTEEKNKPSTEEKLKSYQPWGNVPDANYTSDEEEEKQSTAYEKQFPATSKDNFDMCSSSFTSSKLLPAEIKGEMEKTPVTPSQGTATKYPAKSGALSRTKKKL
# CHT block = inhibitors of human choline transporter CHT; B-score at 10 µM; AID 488975, 2010; High affinity choline transporter 1 (Homo sapiens), Q9GZV3; 310,000 tested, 0.86% active; CHT-expressing cells, membrane potential dye, choline response; stronger effect = lower value;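 active = B-score over 3 SD under the library average, and starting fluorescence ratio not unusually high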;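 note: choline stimulus applied at its EC90 after an EC20 pre-addition; B-score computed on integrated fluorescence ratio after choline addition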
# Target sequence (Q9GZV3 whole entry, looked up): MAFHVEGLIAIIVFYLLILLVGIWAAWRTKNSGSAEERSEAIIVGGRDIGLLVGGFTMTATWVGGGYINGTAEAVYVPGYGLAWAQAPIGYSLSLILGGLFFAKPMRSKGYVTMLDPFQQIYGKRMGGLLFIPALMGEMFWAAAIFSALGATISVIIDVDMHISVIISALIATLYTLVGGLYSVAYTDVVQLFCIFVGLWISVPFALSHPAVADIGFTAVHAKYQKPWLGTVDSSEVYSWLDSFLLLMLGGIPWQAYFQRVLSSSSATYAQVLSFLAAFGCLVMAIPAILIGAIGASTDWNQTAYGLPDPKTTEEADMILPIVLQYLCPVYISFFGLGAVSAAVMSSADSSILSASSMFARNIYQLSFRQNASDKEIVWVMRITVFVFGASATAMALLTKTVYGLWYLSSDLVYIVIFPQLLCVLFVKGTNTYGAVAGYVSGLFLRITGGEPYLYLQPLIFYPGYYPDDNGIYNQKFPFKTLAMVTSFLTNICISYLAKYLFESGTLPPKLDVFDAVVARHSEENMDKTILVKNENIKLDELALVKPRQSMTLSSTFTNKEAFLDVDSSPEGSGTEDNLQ
# CHT allo act = CHT positive allosteric modulators, primary screen, cell-based, membrane potential dye, choline EC20. B-score at 10 µM. CHT-expressing cells; stronger effect = higher value; LV-AA mutant CHT in HEK293 cells. 310,000 tested, 0.49% active;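 active = initial fluorescence not abnormally high and integrated response B-score, plate-corrected, over 3 SD above library mean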
# Starred values were filed as active, the others as inactive; i = inactive; / = not tested or not shown.
# Start of the listing, in advance, two compounds:
No.	Molecule	CHT block	STK33 kinase inh	CHT allo act
1	COc1cccc(OC)c1C(=O)N1CCOCC1	i	-0.4	i
2	CCCN(CC(=O)Nc1ccccc1OC)Cc1c(O)ccc2ccccc12	i	-2.7	i

# Main list, from the first entry:
No.	Molecule	CHT block	STK33 kinase inh	CHT allo act
1	COc1cccc(OC)c1C(=O)N1CCOCC1	i	-0.4	i
2	CCCN(CC(=O)Nc1ccccc1OC)Cc1c(O)ccc2ccccc12	i	-2.7	i
3	CCOc1ccc(C(=O)Nc2ccc(N3CCN(C)CC3)cc2)cc1[N+](=O)[O-]	i	-1.9	i
4	Cc1ccccc1NC(=S)NC(NC(=O)c1ccco1)C(Cl)(Cl)Cl (stereo not drawn)	i	-1.9	i
5	O=C(Nc1cc([N+](=O)[O-])ccc1F)c1cccs1	i	0.6	i
6	COc1ccc(-n2c(O)c(C=Nc3ccccc3)c3ccccc3c2=O)cc1	i	-0.2	i
7	Cc1cnccc1CNC(=O)C1CCC(=O)N(Cc2ccc(Cl)cc2)C1 (stereo not drawn)	i	-3.4	i
8	COc1ccc(Cl)cc1N(C)C(=O)CCc1nc(-c2ccc(C)cc2)no1	i	-3.5	i
9	COc1ccc(NC(=O)C(c2ccc(OC)cc2)N(Cc2ccco2)C(=O)CC2NC(=O)NC2=O)cc1 (stereo not drawn)	i	0.6	i
10	COc1ccccc1C(=O)OCC(=O)Nc1ccccc1OC(F)F	-7.8*	-3.1	i
11	CC(C)CN(C(=O)CN1CCN(S(=O)(=O)c2ccc3ccccc3c2)CC1)c1c(N)n(CC(C)C)c(=O)[nH]c1=O	i	-1.3	i
12	Cc1nsc2nc3c(F)c(F)c(F)c(F)c3cc12	i	-2.2	i
13	COc1ccc(C(=O)N/C(=C\c2ccco2)C(=O)NCCN2CCOCC2)cc1	i	-0.7	i
14	Cc1ccc(-n2nnnc2Sc2nc([N+](=O)[O-])nn2C)c(C)c1	i	0.2	i
15	CN(C)c1cccc(C(=O)N2CCCC(C(=O)c3cc(F)ccc3F)C2)c1 (stereo not drawn)	i	-1.0	i
16	O=C(CN(CC1CCCO1)C(=O)CCC(=O)Nc1ccccn1)NCc1ccccc1 (stereo not drawn)	i	-0.3	i
17	CCc1ccc(CN(C(=O)c2cccs2)C2CCS(=O)(=O)C2)cc1 (stereo not drawn)	i	-1.7	i
18	Cc1ccc(O)c(NC(=S)NC(=O)c2ccc(-c3ccc(Cl)cc3)o2)c1	i	-0.2	i
19	O=C(COC(=O)COc1cccc2ccccc12)NCC(F)(F)F	i	-1.6	i
20	CCCCN(C(=O)/C=C/c1ccco1)c1c(N)n(CC(C)C)c(=O)[nH]c1=O	i	0.3	i
21	O=C(COC(=O)/C=C/c1ccc(S(=O)(=O)N2CCOCC2)cc1)NCc1ccc(Cl)cc1	i	0.6	i
22	Cc1noc(C)c1S(=O)(=O)N1CCCC(C(=O)Nc2cccnc2)C1 (stereo not drawn)	i	-0.7	i
23	O=C(O/N=C1\CCCc2ccccc21)C1CC1	i	-0.2	i
24	O=[N+]([O-])c1cc2c(cc1/C=N/n1cnnc1)OCO2	i	-0.7	i
25	COc1ccc(C(=O)N/C(=C\c2cc(OC)c(OC)cc2[N+](=O)[O-])C(=O)NCCO)cc1	i	-3.7	i
26	C=CCN(CC=C)CC(O)CN(c1cc([N+](=O)[O-])ccc1OC)S(=O)(=O)c1ccccc1 (stereo not drawn)	i	0.8	i
27	CCOc1ccc(NC(=S)N(CCN2CCOCC2)Cc2cc3cc4c(cc3[nH]c2=O)OCCO4)cc1	i	-0.5	i
28	Cc1cccc(NC(=O)C2CCN(S(=O)(=O)c3cccc4cccnc34)CC2)c1	i	-0.6	i
29	COc1ccc(-c2noc(CN(C(=O)c3ccc(OC(C)=O)cc3)C(C)C)n2)cc1OC	i	1.0	i
30	Nc1nc(Nc2ccccc2)n[nH]1	i	-0.1	i
31	Cc1ccc(CN2CCN(Cc3cn[nH]c3-c3cccc(F)c3)CC2CCO)o1 (stereo not drawn)	i	-1.1	i
32	CCCN(CC1COc2ccccc2O1)C(=S)Nc1ccc(C)cc1 (stereo not drawn)	i	-1.3	i
33	CC(NC(=O)COC(=O)C1CCC1)c1ccccc1 (stereo not drawn)	i	-0.8	i
34	CC(=O)OCC(=O)[C@H]1CC[C@H]2[C@@H]3CCC4=CC(=O)CC[C@]4(C)[C@H]3CC[C@]12C	i	0.4	i
35	O=C(Nc1ccccc1C(F)(F)F)c1cc(S(=O)(=O)N2CCOCC2)ccc1F	i	0.7	i
36	COCCC(=O)N1CCC(Oc2ccc(C(=O)N3CCCCC3COC)cc2)CC1 (stereo not drawn)	i	0.7	i
37	CC(=O)CCCCn1cnc2c1c(=O)n(C)c(=O)n2C	i	-1.9	i
38	COC(=O)c1cccc(S(=O)(=O)N2CCN(c3nc4ccccc4s3)CC2)c1	i	-1.6	i
39	COc1ccc(C2C=C(C34CC5CC(CC(C5)C3)C4)NC(=S)N2)cc1OC (stereo not drawn)	i	-0.7	i
40	CC(=O)c1sc(NC(=O)C2CCN(C(=O)c3ccccc3C)CC2)nc1-c1ccccc1	i	0.5	i
41	COc1cc(/C=N/NC(=O)c2cnccn2)cc(OC)c1OC	i	/	i
42	O=C1c2cccc(OCC(=O)N3CCCc4ccccc43)c2CCN1Cc1ccccc1	i	-0.3	i
43	O=C(COC(=O)CCSc1ccccc1Cl)NCc1ccco1	i	-0.6	i
44	O=C(Nc1cccc(Cl)c1)c1cnccn1	i	0.6	i
45	Cc1ccc(NC(=O)CN2C(=O)NC3(CCC(C)CC3)C2=O)c(Cl)c1 (stereo not drawn)	i	-0.7	i
46	COc1ccc(CCN2C(=O)NC(NS(=O)(=O)c3ccc(N)cc3)(C(F)(F)F)C2=O)cc1OC (stereo not drawn)	i	-1.3	i
47	CCc1ccc(C(=O)c2oc3nc(C)cc(C)c3c2N)cc1	i	-2.0	i
48	COc1cc(C=Nc2cccc([N+](=O)[O-])c2C)ccc1OC(C)=O	i	-0.2	i
49	CC(C)(C)SCCNC(=O)/C=C/c1ccc([N+](=O)[O-])cc1	i	-1.7	i
50	O=C(Cc1ccc([N+](=O)[O-])cc1)N1CCCCCC1	i	-0.3	i
51	Cc1cc(F)ccc1NCc1cccnc1	i	-0.5	i
52	CCCCOc1ccc(C(=O)N2CC(C)OC(C)C2)cc1 (stereo not drawn)	i	-0.7	i
53	Cc1cccc(C)c1NC(=O)CSc1nnc(-c2ccoc2C)n1C	i	-0.3	i
54	CCOC(=O)c1ccc(NC(=O)CCS(=O)(=O)c2ccc(Br)s2)cc1	i	0.2	i
55	Cc1cc(C)c[n+](-c2nc3ccccc3nc2[N-]S(=O)(=O)c2ccc(Cl)cc2)c1	i	-0.4	i
56	Cc1cc(C)n2ncc(C(=O)NCc3ccc(Cl)cc3)c2n1	i	0.5	i
57	COc1ccc2c(c1)CC/C(=C\C=C\c1ccccc1)C2=O	i	-2.2	i
58	COc1ccc(/C=C2\CCC(C3CCCC3)C2=O)cc1 (stereo not drawn)	i	-1.1	i
59	CCOc1ccc(CN2CCNC(=O)C2CC(=O)NC2CCCCCC2)cc1 (stereo not drawn)	i	-1.9	i
60	CCOc1ccc(NC(=O)CC2C(=O)N(c3ccccc3)C(=O)N2Cc2ccco2)cc1 (stereo not drawn)	i	-0.3	i

# More structures.
No.	Molecule	CHT block	STK33 kinase inh	CHT allo act
61	CCc1ccccc1NC(=O)Cn1nnc(C(=O)NCc2cccs2)c1N	i	-2.1	i
62	Cc1cc(C)c(NC(=O)CN2CCN(C)CC2)c(C)c1	i	-1.3	i
63	Cc1ccc(S(=O)(=O)Nc2c(C)cc(C)nc2Cl)cc1	i	-1.0	i
64	COc1ccc2nc(Nc3nc(CSc4nnc(C)s4)cc(=O)[nH]3)nc(C)c2c1	i	0.1	i
65	CCc1noc(C)c1C(=O)OCC(=O)N(CC)c1c(N)n(Cc2ccccc2)c(=O)[nH]c1=O	i	-0.6	i
66	COc1ccc(N2CCN(CC(O)COCCOc3ccc(Br)cc3)CC2)cc1 (stereo not drawn)	i	-2.3	i
67	COc1cccc(C(=O)Nn2c(-c3cccs3)nc3ccccc3c2=O)c1OC	i	-3.0	i
68	COc1ccc(CN(Cc2ccco2)S(=O)(=O)c2ccc(S(=O)(=O)N3CCCC3)cc2)cc1	i	-2.2	i
69	Cc1ccc2c(c1)c1c3n2CCN(C(=O)C2CC2)C3CCC1 (stereo not drawn)	i	0.1	i
70	CS(=O)(=O)NCCSc1cc(C(F)(F)F)nc2ccccc12	i	-1.2	i
71	CC(C)(C)C1=C(C#N)C(c2cc3c(cc2Br)OCO3)C(C#N)=C(N)O1 (stereo not drawn)	i	0.2	i
72	CCOC(=O)N(C)c1ccc(C(O)(C(F)(F)F)C(F)(F)F)cc1	i	0.7	i
73	CC(NC(=O)CNC(=O)OCc1ccccc1)C(=O)N1CC(O)CC1C(=O)OCc1ccccc1 (stereo not drawn)	i	-0.5	i
74	Cc1c(N)cccc1-n1cccc1	i	0.1	i
75	O=S(=O)(/N=C(/Nc1ccccc1)c1ccccc1O)c1ccccc1	i	0.7	i
76	Cc1cc(OCCN2CCCC2)ccc1[N+](=O)[O-]	i	0.3	i
77	COc1cccc(NC(=S)NC(=O)c2c(Cl)c(C)nn2C)c1	i	0.1	i
78	CCOC(=O)C1CCN(C(=O)CC(C)S(=O)(=O)c2ccc3c(c2)NC(=O)CO3)CC1 (stereo not drawn)	i	0.4	i
79	CC1=C[C@@H](C)[C@@H](c2ccccc2)OC1=O	i	-0.8	i
80	COC(=O)CCNC(=O)c1ccc2[nH]c(C)c(C)c2c1	i	-0.3	i

# In a second layout: seven of the compounds above.
67	COc1cccc(C(=O)Nn2c(-c3cccs3)nc3ccccc3c2=O)c1OC
68	COc1ccc(CN(Cc2ccco2)S(=O)(=O)c2ccc(S(=O)(=O)N3CCCC3)cc2)cc1
69	Cc1ccc2c(c1)c1c3n2CCN(C(=O)C2CC2)C3CCC1 (stereo not drawn)
70	CS(=O)(=O)NCCSc1cc(C(F)(F)F)nc2ccccc12
71	CC(C)(C)C1=C(C#N)C(c2cc3c(cc2Br)OCO3)C(C#N)=C(N)O1 (stereo not drawn)
72	CCOC(=O)N(C)c1ccc(C(O)(C(F)(F)F)C(F)(F)F)cc1
73	CC(NC(=O)CNC(=O)OCc1ccccc1)C(=O)N1CC(O)CC1C(=O)OCc1ccccc1 (stereo not drawn)

entry no.,67,68,69,70,71,72,73
CHT block,i,i,i,i,i,i,i
STK33 kinase inh,-3.0,-2.2,0.1,-1.2,0.2,0.7,-0.5
CHT allo act,i,i,i,i,i,i,i

# Next part
No.	Molecule	CHT block	STK33 kinase inh	CHT allo act
81	CCOc1ccc(S(=O)(=O)n2c([N+](=O)[O-])cnc2C)c(C)c1C	i	-2.6	i
82	COCCNC(=O)c1sc2nc(-c3ccccc3)cn2c1C	i	-0.9	i
83	Cc1cccc(-c2c3c(=O)n(C)c(=O)n(C)c3cn2C(C)C)c1	i	-1.0	i
84	O=C(c1ccc(-c2ccccc2)cc1)c1ccccc1C(=O)N1CCOCC1	i	-0.5	i
85	O=c1[nH]snc1N1CCOCC1	i	-1.7	i
86	CCC(=O)N(CCc1ccccc1)Cc1cc2cc(C)ccc2[nH]c1=O	i	-1.0	i
87	CCOC(=O)CSc1ncnc2c(C(=O)OCC)c3n(c12)CCC3	i	-1.8	i
88	COc1cccc(C2NC(c3cccc(OC)c3O)C(C)C(=O)C2C)c1O (stereo not drawn)	i	-0.6	i
89	CC1=CC(=C(C#N)c2nc3ccccc3s2)C=C(C)N1c1ccc(F)cc1F	i	/	i
90	Cn1nc(-c2ccc(N3CCN(CCO)CC3)c([N+](=O)[O-])c2)c2ccccc2c1=O	i	-1.1	i
91	COC(=O)C(NC(=O)c1ccc(C)cc1)(Nc1cccc(C)n1)C(F)(F)F (stereo not drawn)	i	-0.7	i
92	Cc1cc(C)c2c(N)c(C(=O)c3ccc(Br)cc3)oc2n1	i	0.3	i
93	CCc1ccc(CN2CCC(n3nccc3NC(=O)c3cccc(F)c3)CC2)cc1	i	0.5	i
94	Cc1ccc(NC(=O)c2ccc(Cl)c(S(=O)(=O)NCC3CCCO3)c2)c(O)c1 (stereo not drawn)	i	-0.3	i
95	Cc1c(C)n2c(SCC(=O)N3CCCC3)nnc2[nH]c1=O	i	-1.7	i
96	COCCCNCC#CCOc1ccc(OC)cc1	i	-2.7	i
97	O=C(CCNc1ccc(F)c(Cl)c1)c1ccco1	i	-0.9	i
98	C=CCNC(=O)c1c(CS(=O)(=O)c2ccccc2)noc1C(=O)NCc1ccccc1	i	0.2	i
99	C=CCc1cc(Cl)ccc1OCCOCCN(C)C	i	-2.2	i
100	COC(=O)c1ccc(COn2c(=O)c(C)[n+]([O-])c3ccccc32)cc1	i	-0.8	i
101	CCOC(=O)c1cc(S(=O)(=O)N2CCN(Cc3ccccc3)CC2)cn1C	i	0.1	i
102	COc1ccc(C(=O)NC(=S)Nc2ccc(CN3CCCCC3)cc2)cc1Cl	i	-0.9	i
103	O=C(NCc1ccco1)c1cc(-c2cccc(Cl)c2)on1	i	-0.6	i
104	O=C(Nc1nnc(CCN2CCCCC2)s1)C1CCCCC1	i	-1.2	i
105	Cc1ccc(C(=O)NC(=S)NCc2ccccc2)cc1Br	i	-6.4	i
106	Cc1cc2c(cc1S(=O)(=O)CCC(=O)NCc1ccccc1)OCC(=O)N2	i	-0.7	i
107	CCOC(=O)N1CCN(C(=O)c2ccc3c(Cl)c4c(nc3c2)CCCC4)CC1	i	-0.8	i
108	O=C(NCc1ccccc1)/C(=C\c1ccc(O)cc1)NC(=O)c1ccco1	i	0.4	i
109	O=C(OCc1cccc2ccccc12)C1CC(=O)N(c2ccccc2)C1 (stereo not drawn)	i	-0.9	i
110	O=C(CSc1ncnc2c1oc1ccccc12)OCc1ccccc1	i	-3.1	i

# High-throughput results deposited in PubChem by several laboratories.
